Compound activity: PubChem BioAssay, The Scripps Research Institute Molecular Screening Center
TEAD-YAP inh: TEAD-YAP interaction inhibition; inhibition, % at 9.12 µM; HEK-TIYL cells, TEAD-Gal4/YAP UAS-luciferase luminescence; 1.4% of 640,000 active; AID 1259422; in the data active = inhibition above about 32%;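 also: 0% = median of test compound wells and 100% = reference inhibitor wells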
MITF primary: blocks human microphthalmia-associated transcription factor | AlphaScreen MITF homodimerization, bead proximity signal | inhibition, % at 2.6 µM | 0.91% of 650,000 active; in the data active = inhibition above about 50%;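 also: 0% = vehicle wells with protein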
Target sequence (O75030 whole entry, looked up): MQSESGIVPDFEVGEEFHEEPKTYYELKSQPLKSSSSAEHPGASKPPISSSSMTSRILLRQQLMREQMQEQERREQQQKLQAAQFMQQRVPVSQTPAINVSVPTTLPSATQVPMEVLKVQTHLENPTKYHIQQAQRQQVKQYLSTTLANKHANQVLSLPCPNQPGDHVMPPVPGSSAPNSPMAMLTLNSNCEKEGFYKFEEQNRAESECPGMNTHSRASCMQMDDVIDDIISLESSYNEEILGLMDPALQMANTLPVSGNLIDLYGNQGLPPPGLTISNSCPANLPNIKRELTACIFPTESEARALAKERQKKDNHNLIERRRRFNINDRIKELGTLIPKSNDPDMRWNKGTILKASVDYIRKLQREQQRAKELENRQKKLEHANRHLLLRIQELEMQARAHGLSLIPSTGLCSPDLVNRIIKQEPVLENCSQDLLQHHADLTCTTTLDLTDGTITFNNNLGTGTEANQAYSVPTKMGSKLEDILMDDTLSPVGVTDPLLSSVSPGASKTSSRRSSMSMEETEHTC
GPR151 ag: activates the human receptor GPR151. Q8TDV0. PathHunter beta-arrestin GPR151 cells, luminescence. activation, % at 11.2 µM. 1% of 650,000 active; in the data active = activation above about 4.9%;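 also: 0% = median of compound wells and 100% = cells with positive control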
Target sequence (Q8TDV0 whole entry, looked up): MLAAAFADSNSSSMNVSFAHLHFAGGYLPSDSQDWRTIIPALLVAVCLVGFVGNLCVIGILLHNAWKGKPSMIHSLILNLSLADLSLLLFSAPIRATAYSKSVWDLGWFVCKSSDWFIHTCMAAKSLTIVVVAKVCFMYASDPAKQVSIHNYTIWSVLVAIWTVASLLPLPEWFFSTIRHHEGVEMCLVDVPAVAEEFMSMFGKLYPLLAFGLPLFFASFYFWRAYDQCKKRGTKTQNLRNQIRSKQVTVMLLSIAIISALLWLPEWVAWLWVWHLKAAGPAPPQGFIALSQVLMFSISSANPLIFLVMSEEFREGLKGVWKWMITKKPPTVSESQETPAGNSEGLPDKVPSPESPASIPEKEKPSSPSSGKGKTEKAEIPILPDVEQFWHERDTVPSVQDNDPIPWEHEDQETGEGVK
FBW7 act: human FBW7 E3 ligase activation, primary screen | 0.13% of 650,000 active | AID 1259310 | normalized activity (activation), % at 26.1 µM | Q969H0 | AlphaScreen FBW7–phospho-cyclin E peptide binding, activator screen; in the data active = normalized activity above about 1.9%;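 also: purified mutant Fbw7 with reduced substrate affinity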
Starred values were filed as active, the others as inactive.

`CN1CCN(c2ccc(NC(=O)c3cccc4ccccc34)cc2)CC1` gave TEAD-YAP inh -30.5, MITF primary 17.4, GPR151 ag -0.7 and FBW7 act 0.5.
`C[C@@H](Cn1nnc2ccccc21)NC(=O)c1ccn(C)n1` gave TEAD-YAP inh -9.4, MITF primary -0.6, GPR151 ag 1.2 and FBW7 act 0.0.
Screening COc1ccc(C2/C(=C(/O)c3ccc(Cl)cc3)C(=O)C(=O)N2CCC(=O)O)cc1 (centres undefined) returned TEAD-YAP inh 6.5, MITF primary -17.4, GPR151 ag 1.1 and FBW7 act -0.1.
For CNC(=O)C(=O)NCCC1CCCCN1S(=O)(=O)c1ccc(C)cc1 (centres undefined) the results were TEAD-YAP inh 1.5, MITF primary 3.1, GPR151 ag 1.0 and FBW7 act 0.0.
`Cc1ccc(C)c(Cc2c(C)nc3nc(SCc4ccccc4F)nn3c2C)c1` gave TEAD-YAP inh 2.5, MITF primary 10.3, GPR151 ag 0.0 and FBW7 act 0.1.
For O=C(O)CCC(=O)N1CCc2cc(S(=O)(=O)NC3CCCC3)ccc21 the results were TEAD-YAP inh -5.4, MITF primary 7.5, GPR151 ag 1.8 and FBW7 act 0.7.
COc1cccc(CN(CCCN2CCCC2)C(=O)Nc2ccc(-c3cn[nH]c3)cc2OCCCO)c1 was read as TEAD-YAP inh -5.3, MITF primary 8.4, GPR151 ag -0.9 and FBW7 act -0.2.
`COc1ccc(C=Nc2ccc3c(c2)nc(C)n3C)cc1` gave TEAD-YAP inh 6.8, MITF primary -8.7, GPR151 ag -0.2 and FBW7 act -0.4.
`CCOc1ccc(/C=N/NC(=O)c2nc(Cl)c(Cl)c(N)c2Cl)cc1` gave TEAD-YAP inh 3.6, MITF primary 11.1, GPR151 ag -0.3 and FBW7 act 0.0.
For Nc1nonc1C(=O)N/N=C/c1cccc(OCC(=O)O)c1 the results were TEAD-YAP inh 13.0, MITF primary -8.4, GPR151 ag -2.1 and FBW7 act 0.0.
COc1cc(C(=O)n2cnc3ccccc32)ccc1OCc1ccccc1Cl was read as TEAD-YAP inh -22.5, MITF primary 6.5, GPR151 ag -10.6 and FBW7 act -0.1.
For O=C(CCCn1c(SCC(=O)c2cccc([N+](=O)[O-])c2)nc2ccsc2c1=O)NCc1ccc2c(c1)OCO2 the results were TEAD-YAP inh 9.0, MITF primary 10.9, GPR151 ag 1.2 and FBW7 act 0.1.
Screening Cc1ccccc1-c1nc(NC(=O)CSc2nnc3ccccn23)ns1 returned TEAD-YAP inh -10.2, MITF primary -4.6, GPR151 ag 0.4 and FBW7 act 0.0.
For CCN(CCCNC(=O)C1CCC(=O)N1C(C)C)c1cccc(C)c1 (centres undefined) the results were TEAD-YAP inh 6.6, MITF primary 3.1, GPR151 ag 0.1 and FBW7 act 0.1.
Screening CCCN(CCC)C(=O)CN1Cc2ccccc2C1=O returned TEAD-YAP inh 3.7, MITF primary 11.1, GPR151 ag 0.3 and FBW7 act -0.1.
Oc1ccc(CCNc2nc(Nc3ccccc3)nc3c2ncn3-c2ccsc2)cc1 was read as TEAD-YAP inh 38.4*, MITF primary -113.3, GPR151 ag -0.2 and FBW7 act 0.0.
CCN(CC)S(=O)(=O)c1ccc2c(c1)N=Cc1c(C)nn(-c3ccc(F)cc3)c1O2 was read as TEAD-YAP inh 4.5, MITF primary 2.7, GPR151 ag -0.7 and FBW7 act -0.2.
Screening O=C(Nc1ccc(Cl)c(Cl)c1)c1cnn2c(C(F)(F)F)cc(-c3ccccc3)nc12 returned TEAD-YAP inh 3.1, MITF primary -0.2, GPR151 ag 3.6 and FBW7 act 0.3.
Cn1nccc1C(=O)N1CCCC(C(=O)Nc2ccc(-c3cccc(F)c3)cc2)C1 (centres undefined) was read as TEAD-YAP inh 23.8, MITF primary 5.7, GPR151 ag 1.9 and FBW7 act 0.2.
`CCCC1=C(C(=O)OCC)C(c2c(OC)ccc3ccccc23)n2c(s/c(=C\c3ccc(N(C)C)cc3)c2=O)=N1` (centres undefined) gave TEAD-YAP inh 0.9, MITF primary -14.9, GPR151 ag -0.8 and FBW7 act 0.0.
For CCC(=O)Nc1cccc(NC(=O)COc2ccc(OC)cc2)c1 the results were TEAD-YAP inh -10.2, MITF primary 10.2, GPR151 ag -1.3 and FBW7 act 0.0.
Screening CCN(CC)Cc1c(C(C)(C)C)oc(C)c1C(=O)O returned TEAD-YAP inh 4.9, MITF primary 19.7, GPR151 ag -1.7 and FBW7 act 1.2.
For CC(C)(C)c1ccc(C(=O)Nc2nnc(Cc3ccccc3F)s2)cc1 the results were TEAD-YAP inh -0.6, MITF primary 5.1, GPR151 ag 1.0 and FBW7 act 0.1.
Screening N#C/C(=C/c1ccco1)C(=O)Nc1ccccc1Br returned TEAD-YAP inh -47.2, MITF primary -9.1, GPR151 ag 0.0 and FBW7 act 0.1.
For c1ccc(-n2cnc3c(NCc4nc5ccccc5[nH]4)nc(Nc4ccncc4)nc32)cc1 the results were TEAD-YAP inh 72.6*, MITF primary 9.3, GPR151 ag -2.4 and FBW7 act 0.0.
COc1cccc2cc(C(=O)NC(C)Cc3ccco3)oc12 (centres undefined) was read as TEAD-YAP inh 1.1, MITF primary 3.8, GPR151 ag -0.3 and FBW7 act -0.1.
Screening Fc1ccc(Nc2ccn3ncc(-c4ccsc4)c3n2)cc1Cl returned TEAD-YAP inh 5.0, MITF primary -2.9, GPR151 ag 1.4 and FBW7 act 2.0*.
`O=C1NC(=O)C(CCc2ccccc2)(C2CCN(Cc3ccco3)CC2)N1` (centres undefined) gave TEAD-YAP inh 0.1, MITF primary 10.9, GPR151 ag 0.8 and FBW7 act 0.2.
COc1cccc(CNC(=O)C2CCCN(c3cc(C)nc4ncnn34)C2)c1 (centres undefined) was read as TEAD-YAP inh -0.6, MITF primary 3.3, GPR151 ag 0.5 and FBW7 act 0.0.
Screening Cc1ncoc1C(=O)N1CCC2(CC1)CC2C(=O)NCC1(c2ccccc2)CCCC1 (centres undefined) returned TEAD-YAP inh 8.5, MITF primary 5.0, GPR151 ag 0.1 and FBW7 act 0.0.

Retrieved by structure from above, two records:
Cn1nccc1C(=O)N1CCCC(C(=O)Nc2ccc(-c3cccc(F)c3)cc2)C1 (centres undefined) was read as TEAD-YAP inh 23.8, MITF primary 5.7, GPR151 ag 1.9 and FBW7 act 0.2.
Screening CCN(CC)Cc1c(C(C)(C)C)oc(C)c1C(=O)O returned TEAD-YAP inh 4.9, MITF primary 19.7, GPR151 ag -1.7 and FBW7 act 1.2.

More compounds.
Screening COc1cccc(N2C(=O)NC(=O)/C(=C/C=C/c3ccccc3[N+](=O)[O-])C2=O)c1 returned TEAD-YAP inh 3.4, MITF primary 3.5, GPR151 ag -0.7 and FBW7 act -0.1.
Screening COc1nc(NCCN(C(C)C)C(C)C)nc(-c2ccc(N3CCOCC3)nc2)n1 returned TEAD-YAP inh -2.1, MITF primary 2.0, GPR151 ag 4.7 and FBW7 act -0.2.
`COc1ccc(Cl)cc1N1C(=O)/C(=C/c2ccc([N+](=O)[O-])cc2)N=C1C` gave TEAD-YAP inh 0.5, MITF primary -5.5, GPR151 ag 1.1 and FBW7 act -0.2.
`COc1ccc(C2=N/C(=C\c3c(OC)ccc4ccccc34)C(=O)O2)cc1` gave TEAD-YAP inh -8.7, MITF primary -1.6, GPR151 ag 0.7 and FBW7 act 0.1.
Screening COc1ccc(S(=O)(=O)N2CCN(c3ncnc4c3nnn4Cc3ccccc3)CC2)cc1 returned TEAD-YAP inh 22.0, MITF primary -4.4, GPR151 ag 0.6 and FBW7 act 0.1.
For COc1ccc(C2C(C(=O)OCC(C)C)=C(C)NC3=C2C(=O)CC(c2ccccc2)C3)cc1 (centres undefined) the results were TEAD-YAP inh 3.3, MITF primary -4.0, GPR151 ag -1.4 and FBW7 act 1.1.
c1ccn2cc(CCNc3nc4nonc4nc3N3CCCCC3)nc2c1 was read as TEAD-YAP inh -8.7, MITF primary 0.8, GPR151 ag -0.4 and FBW7 act -0.1.
For CCOC(=O)c1c(NC(=O)CSc2ccccc2C(=O)O)sc(C)c1C the results were TEAD-YAP inh 6.1, MITF primary -2.7, GPR151 ag 0.6 and FBW7 act 0.0.
For COc1ccccc1CNC(=O)CN(c1cc(C(F)(F)F)ccc1Cl)S(C)(=O)=O the results were TEAD-YAP inh -5.9, MITF primary 2.8, GPR151 ag 7.6* and FBW7 act -0.1.
`CN(C)C(CNC(=O)c1ccccc1Cl)c1ccccc1` (centres undefined) gave TEAD-YAP inh -3.3, MITF primary 9.1, GPR151 ag 2.1 and FBW7 act -0.1.
`CCCCOc1cccc(NS(=O)(=O)c2cccc3c(S(=O)(=O)Nc4cccc(OCCCC)c4)cccc23)c1` gave TEAD-YAP inh -16.9, MITF primary 0.4, GPR151 ag -0.7 and FBW7 act 0.5.
O=C(Nc1ccc(-c2ccncc2)cc1)C1COc2ccc3ccccc3c2O1 (centres undefined) was read as TEAD-YAP inh -7.9, MITF primary 7.7, GPR151 ag 1.4 and FBW7 act -0.4.
CC1(C)CC(=O)C2=C(C1)OC1=C(C(=O)CC(C)(C)C1)C2c1ccc(-c2cccc(Cl)c2)o1 was read as TEAD-YAP inh 2.8, MITF primary -7.5, GPR151 ag 2.3 and FBW7 act 0.0.
O=C(NNC(=O)c1cc2nc(-c3ccccc3)cc(C(F)(F)F)n2n1)c1ccc(Cl)cc1 was read as TEAD-YAP inh 3.8, MITF primary 15.7, GPR151 ag -0.2 and FBW7 act 0.3.
Screening O=C(NCCCN1CCCC1=O)c1ccc(OC2CCN(C(=O)C3CC3)CC2)cc1 returned TEAD-YAP inh -10.1, MITF primary 3.1, GPR151 ag 2.7 and FBW7 act 0.0.
Screening CC(=O)Oc1ccc(NC(=O)CC2Sc3ccccc3NC2=O)cc1 (centres undefined) returned TEAD-YAP inh -8.3, MITF primary 4.2, GPR151 ag -1.0 and FBW7 act -0.2.
For O=C1CSC(=S)N1c1cccc(C(F)(F)F)c1 the results were TEAD-YAP inh 11.8, MITF primary 6.8, GPR151 ag 1.3 and FBW7 act 0.0.
For O=C(CN1CCC(c2nc3ccccc3[nH]2)CC1)NCc1ccccc1Cl the results were TEAD-YAP inh 2.5, MITF primary -6.5, GPR151 ag -0.4 and FBW7 act 0.1.
Screening CSc1ccc(OCC(=O)Nc2ccc(C)cc2)cc1 returned TEAD-YAP inh -2.2, MITF primary 5.0, GPR151 ag 0.5 and FBW7 act -0.3.
COc1cc(C2Nc3ccccc3NC3=C2C(=O)CC(c2ccc4c(c2)OCO4)C3)ccc1OC(C)=O (centres undefined) was read as TEAD-YAP inh -7.8, MITF primary -8.2, GPR151 ag 17.4* and FBW7 act -0.1.
CC(C)NCc1c(C(=O)O)n(Cc2ccc(Cl)cc2)c2ccccc12 was read as TEAD-YAP inh 27.5, MITF primary 3.8, GPR151 ag -0.8 and FBW7 act -0.1.
For COc1ccc(C2CC(=O)C3=C(C2)Nc2ccccc2NC3c2cccc(O)c2)cc1OC (centres undefined) the results were TEAD-YAP inh 5.5, MITF primary 1.1, GPR151 ag -0.9 and FBW7 act -0.2.
For COc1ccccc1N1CC(C(=O)Nc2ccc(C(=O)OC(C)C)cc2)CC1=O (centres undefined) the results were TEAD-YAP inh 13.2, MITF primary -3.6, GPR151 ag -0.8 and FBW7 act 0.1.
For Cc1ccc(NCC(=O)N=Nc2c(O)[nH]c(=O)[nH]c2=O)cc1 the results were TEAD-YAP inh 10.0, MITF primary 2.0, GPR151 ag 0.0 and FBW7 act 0.1.
For Cc1cc(C)c2c(CC(=O)NN(C)C)coc2c1 the results were TEAD-YAP inh -7.3, MITF primary 7.2, GPR151 ag -0.6 and FBW7 act 0.0.
Screening O=C(c1ccc(OC2CCN(C(=O)C3CC3)CC2)cc1)N1CCC(c2ccc(F)cc2)C1 (centres undefined) returned TEAD-YAP inh 19.4, MITF primary 3.8, GPR151 ag 1.0 and FBW7 act 0.0.
Cc1cccc(OCCNCc2ccccc2)c1 was read as TEAD-YAP inh -3.1, MITF primary 42.6, GPR151 ag 3.3 and FBW7 act -0.3.
`Cn1ccnc1SCCNC(=O)CC1C(=O)NCCN1Cc1ccc2ccccc2c1` (centres undefined) gave TEAD-YAP inh -2.5, MITF primary 15.3, GPR151 ag 0.1 and FBW7 act 0.0.
`Cc1ccc(OCCSCc2nnc(NC(=O)Cc3ccccc3)s2)cc1` gave TEAD-YAP inh -1.6, MITF primary -7.5, GPR151 ag -0.7 and FBW7 act 0.6.
For COc1ccc(C(=O)N2CCN3C(=O)[C@@H]([C@H](C)O)NC(=O)[C@H]3C2)cc1 the results were TEAD-YAP inh 23.8, MITF primary 0.3, GPR151 ag 1.8 and FBW7 act 0.0.
`Cc1ccc(C)c(N2C(=O)Nc3ccccc3N2O)c1` gave TEAD-YAP inh -7.9, MITF primary 8.2, GPR151 ag 0.4 and FBW7 act 0.1.
`COc1ccc(OCCSc2ncnc3sccc23)cc1` gave TEAD-YAP inh 8.9, MITF primary -2.5, GPR151 ag 0.3 and FBW7 act 0.1.
Screening CC1CCCCN1C(=O)CSc1nc2cc3c(cc2c(=O)n1Cc1ccco1)OCO3 (centres undefined) returned TEAD-YAP inh 11.4, MITF primary 0.3, GPR151 ag 2.9 and FBW7 act 0.0.

By substructure: those above with a nitro group on carbon
For O=C(CCCn1c(SCC(=O)c2cccc([N+](=O)[O-])c2)nc2ccsc2c1=O)NCc1ccc2c(c1)OCO2 the results were TEAD-YAP inh 9.0, MITF primary 10.9, GPR151 ag 1.2 and FBW7 act 0.1.
Screening COc1cccc(N2C(=O)NC(=O)/C(=C/C=C/c3ccccc3[N+](=O)[O-])C2=O)c1 returned TEAD-YAP inh 3.4, MITF primary 3.5, GPR151 ag -0.7 and FBW7 act -0.1.
`COc1ccc(Cl)cc1N1C(=O)/C(=C/c2ccc([N+](=O)[O-])cc2)N=C1C` gave TEAD-YAP inh 0.5, MITF primary -5.5, GPR151 ag 1.1 and FBW7 act -0.2.

No enrichment for hits; about 3.5% have a hit in one of these screens.
